# uPA surface inh: blocks generation of uPA at the cell surface. cell surface uPA generation assay, qHTS. Potency, µM (titrated, usually from 38.3 µM), inactives show at the highest dose activity change, negative = inhibition, most hits filed as inhibitors. 330,000 tested, 0.31% active. AID 540303; active = well fitted inhibition curve with a large enough effect; inconclusive = small, poorly fitted or top-dose-only effect; inactive = no such curve, though single readings can be large or run the other way; tested in mouse RAW 264.7 cells; also: potency is read from the fitted curve at half-maximal effect; % is scaled to controls: 0 for no effect and ±100 for the full control effect; nearly all actives have a fitted effect of over 55% in size
# TSG101-PTAP inh: blocks PTAP/TSG101 interaction to inhibit HIV-1 budding | Q99816 | Fluorescence polarization, FITC-PTAP peptide / Tsg101 binding | Potency, µM (top dose mostly 115 µM), inactives show top-dose activity change, negative = inhibition, most hits filed as inhibitors | 340,000 tested, under 10 active | AID 493005; active = well fitted inhibition curve with a large enough effect in the main read-out, with a control signal flat, not every such curve was filed as active; inconclusive = small, poorly fitted or top-dose-only effect, or effect the other way, or a change in a side signal; inactive = no such curve, though single readings can be large or run the other way; also: potency is read from the fitted curve at half-maximal effect; % of control where 0% means no effect
#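 Steps: Tsg101 binding domain dispensed (10 uM final), compounds pinned in DMSO, FITC-labeled PTAP-motif peptide added (50 nM final); after 20 min binding at room temperature, polarization measured.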
# Mito fusion act: blocks mitochondrial division or promotes mitochondrial fusion; S. cerevisiae fusion-defective mutant growth rescue, CellTiterGlo 48 h; Potency, µM (doses to about 46.1 µM), for inactives: top-dose growth rescue (activation), usual class: activators; 320,000 tested, 0.23% active; AID 485298;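 also: potency is read from the fitted curve at half-maximal effect; % of control where 0% means no effect; nearly all actives have a fitted effect of over 45% in size; temperature-sensitive fusion mutants such as fzo1-1 at 37 °C on non-fermentable ethanol glycerol medium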
#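 Read-out: ATP-based luminescence (CellTiterGlo, 10 min ambient) reporting growth of fusion-defective ts yeast after 48 hours at 37C on glycerol/ethanol YPEG medium in the presence of compound.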
# USP2a block: inhibitors of human ubiquitin-specific protease USP2a; USP2 core, Ub-CHOP2 coupled fluorogenic reporter, 485/531; Potency, µM (highest dose often 38.3 µM), inactives show at the top dose activity change, negative = inhibition, usual class: inhibitors; O75604; 330,000 tested, 0.01% active;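 also: potency is read from the fitted curve at half-maximal effect; plate controls were DMSO wells for no effect and full inhibition by NEM control for full effect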
# Target sequence (O75604 whole entry, looked up): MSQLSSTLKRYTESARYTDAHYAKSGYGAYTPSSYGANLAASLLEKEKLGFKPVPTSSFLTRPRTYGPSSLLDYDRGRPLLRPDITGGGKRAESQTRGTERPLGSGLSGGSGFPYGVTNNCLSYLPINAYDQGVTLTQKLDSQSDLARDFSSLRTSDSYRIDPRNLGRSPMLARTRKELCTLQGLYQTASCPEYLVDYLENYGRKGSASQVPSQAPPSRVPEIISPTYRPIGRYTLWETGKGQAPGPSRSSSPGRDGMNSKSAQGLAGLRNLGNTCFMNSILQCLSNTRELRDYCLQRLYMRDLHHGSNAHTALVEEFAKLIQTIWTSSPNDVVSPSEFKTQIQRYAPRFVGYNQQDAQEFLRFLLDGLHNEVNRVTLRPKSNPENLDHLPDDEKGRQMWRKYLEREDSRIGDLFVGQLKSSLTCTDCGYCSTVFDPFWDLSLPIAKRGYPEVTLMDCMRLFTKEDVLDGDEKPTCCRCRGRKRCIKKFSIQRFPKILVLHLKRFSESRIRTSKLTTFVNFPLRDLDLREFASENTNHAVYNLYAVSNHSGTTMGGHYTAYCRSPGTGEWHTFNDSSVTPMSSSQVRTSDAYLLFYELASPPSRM
#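 Cell-free coupled assay: 10nM USP2 core preincubated 30min RT with compound in Tris-HCl pH 8.0/CaCl2/CHAPS buffer, then 25nM Ub-CHOP2 and 25nM reporter substrate; fluorescence (Ex 485/Em 531) read after 60min RT, normalized to NEM inhibition, concentration-response curves fitted.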
# TSHR antag: blocks TSH signaling through the human TSH receptor | activity change, negative = inhibition, % at 11.5 µM | 330,000 tested, 0.2% active | TSHR-expressing cells, TSH-stimulated cAMP HTRF, 2 h; hits give low values | AID 504810 | P16473;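 active = activity change below a set negative limit, meaning inhibition stronger than a set level, cut at about -70% in these data; inconclusive = activity change between two set negative limits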; also: % is scaled to controls: 0 for no effect and ±100 for the full control effect
#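 Inhibition of cAMP made by TSHR-expressing cells under TSH stimulation (4nM final, EC80; 2 h, 37 deg C) is quantified with a one-step lysis HTRF kit, anti-cAMP cryptate versus cAMP-d2.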
# Eya2 phos inh: Eya2 (human) phosphatase inhibition; O00167; recombinant Eya2, OMFP fluorescence dephosphorylation (OMFP is methylfluorescein phosphate); Potency, µM (doses to about 76.9 µM), without a hit: at the highest dose activity, negative = inhibition, usual class: inhibitors; 330,000 tested, 0.006% active; also: potency is read from the fitted curve at half-maximal effect; % is scaled to controls: 0 for no effect and ±100 for the full control effect
#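 Eya2 (0.2 uM) preincubated 10 min at ambient with compound, then OMFP substrate added at 50 uM; 10 min reaction in 50 mM HEPES pH 7.5, 50 mM NaCl, 5 uM MgCl2, 0.05% BSA, 1 mM DTT. Fluorescence read at Ex 485/Em 525 nm.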
# ELG1 repair inh: inhibitors of ELG1-dependent DNA repair in HEK293T cells; HEK293T ELG1-luciferase reporter, luminescence, 16 h; DNA damage induced by 5-fluorouridine; Potency, µM (series often up to 46.1 µM), inactives show at the top dose activity change, negative = inhibition, usual class: inhibitors; 330,000 tested, 2.3% active; also: potency is read from the fitted curve at half-maximal effect; % is scaled to controls: 0 for no effect and ±100 for the full control effect; nearly all actives have a fitted effect of over 55% in size
#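 Reporter activity after DNA damage by 5-fluorouridine is monitored. Compound-treated cells incubate 16 hr at 37 °C, then ONE-Glo is added for 30 min before luminescence reading.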
# TCR activator: activates T cell receptor signaling; primary human leukocytes, anti-CD3, IL-2 HTRF, 48 h; Potency, µM (series often up to 9.22 µM), for the others: at the top dose activation of IL-2 secretion, actives largely listed as activators; 330,000 tested, under 10 active; AID 504894; also: % of control where 0% means no effect
#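 IL-2 release read by HTRF sandwich (Eu cryptate donor, d2 acceptor, 665 nm emission) after 48 hr exposure of primary human leukocytes to compound together with anti-CD3 beads in the absence of co-stimulatory signals.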
# B2AR arrestin: recruits beta-arrestin to the human beta2-adrenergic receptor; P07550; beta-arrestin recruitment to beta2AR, cell-based reporter; Potency, µM (highest dose often 46.1 µM), without a hit: top-dose activation, usual class: activators; 330,000 tested, 0.02% active; AID 492947;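 also: potency is read from the fitted curve at half-maximal effect; 0% = DMSO controls and full agonism = EC100 isoproterenol or metaproterenol; nearly all actives have a fitted effect of over 65% in size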
# Chronic BCR inh: inhibitors of chronic active B-cell receptor signaling; ABC-DLBCL IkBa-CBG/CBR reporter, luminescence ratio, 4 h; Potency, µM (highest dose often 46.1 µM), for inactives: top-dose ratio change, negative = lower green/red ratio, actives largely listed as inhibitors; 340,000 tested, 0.05% active; active = well fitted inhibition curve with a large enough effect in the signal ratio, with a control signal flat, not every such curve was filed as active; inconclusive = small, poorly fitted or top-dose-only effect, or effect the other way, or a change in a side signal; the % refers to the signal ratio;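 also: potency is read from the fitted curve at half-maximal effect; plate controls were basal doxycycline-induced cells for no effect and cells given 10 µM MG132 for full effect; MG132 reads +100%, hits lower the ratio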
#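 Compounds up to 46 uM were incubated four hours with TMD8 cells whose green CBG68 luciferase is fused to IkappaBalpha; red CBR luminescence normalised the signal, and concentration-effect curves were fitted to fusion, red and ratio data.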
# Tb PFK block: inhibitors of T. brucei phosphofructokinase; O15648; T. brucei PFK, ADP-Glo luminescence; Potency, µM (highest dose often 57.5 µM), inactives show at the highest dose activity, negative = inhibition, usual class: inhibitors; 330,000 tested, 0.17% active;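 also: potency is read from the fitted curve at half-maximal effect; 0% = uninhibited 1x PFK enzyme wells and -100% = no-enzyme wells; nearly all actives have a fitted effect of over 60% in size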
# Target sequence (O15648 whole entry, looked up): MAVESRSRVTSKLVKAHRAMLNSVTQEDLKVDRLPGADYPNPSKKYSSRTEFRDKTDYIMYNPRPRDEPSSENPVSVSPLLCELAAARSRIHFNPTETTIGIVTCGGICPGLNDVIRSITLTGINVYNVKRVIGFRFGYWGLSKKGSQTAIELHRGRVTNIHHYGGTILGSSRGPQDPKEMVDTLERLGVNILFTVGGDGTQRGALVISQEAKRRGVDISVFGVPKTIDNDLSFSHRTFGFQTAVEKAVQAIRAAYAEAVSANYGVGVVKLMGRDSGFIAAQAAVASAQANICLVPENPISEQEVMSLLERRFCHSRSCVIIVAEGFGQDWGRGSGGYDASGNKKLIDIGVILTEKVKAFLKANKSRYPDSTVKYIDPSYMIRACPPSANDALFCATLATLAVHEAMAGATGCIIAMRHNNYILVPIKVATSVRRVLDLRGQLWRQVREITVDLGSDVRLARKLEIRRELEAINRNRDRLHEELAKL
#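 PFK 1.25 nM, F6P 0.5 mM, ATP 0.1 mM, 0.1 M TEA pH 8.0, 5 mM MgCl2, 0.01% Tween20, 0.1% BSA; 45 min RT. ADP-Glo readout. qHTS titration up to 57 uM; curves fitted, compounds curve-classed.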
# * hit, by the source's call; ? = inconclusive; nt = not tested or not shown; [ ] = another dose, or the depositor's remark. Unless noted, calls follow the shape of the dose curve; as a rule, active = well fitted curve in the direction sought with a large enough effect; inconclusive = small, poorly fitted or top-dose-only effect, or another doubt; inactive = no such curve, though single readings can be large; an effect the other way counts as inactive or inconclusive.
SMILES,uPA surface inh,TSG101-PTAP inh,Mito fusion act,USP2a block,TSHR antag,Eya2 phos inh,ELG1 repair inh,TCR activator,B2AR arrestin,Chronic BCR inh,Tb PFK block
Cc1cc(-c2nc3ncccc3o2)ccc1NC(=S)NC(=O)C(C)C,-1%,-1%,-2%,-2%,-9,6%,-8%,2%,-0.1%,?,6%
Cc1cc([N+](=O)[O-])nn1CCCC(=O)Nc1sc2c(c1C(N)=O)CCC(C)C2 (stereo unspecified),3%,-4%,6%,3%,-3,5%,-13%,1%[46.1 µM],-0.2%,-2%,2%
CN(C)c1ccc(N2CN=C3SCC(=O)N3C2)cc1,-6%,0%,-6%,-9%,-28,-3%,?,7%,-0.3%,?,0%
C/C(=N\Nc1nccnc1Cl)c1ccc(O)cc1,-10%,-4%,-3%,-2%,9,12%,?,16%,-0.1%,1%,-6%
Cc1ccc(NS(=O)(=O)c2cc(Br)cnc2N)cc1C,-13%,1%,21%,1%,5,-7%,3%,-7%,-0.4%,10%,1%
COc1ccc2c(c1)CCc1c(C(=O)NCC(C)C)noc1-2,-10%,-4%,2%,3%,-18,-1%,?,-1%,0.2%,?,-4%
Nc1nc(-c2ccc([N+](=O)[O-])cc2)cs1,-1%,-2%,10%,4%,-5,-5%,?,2%[46.1 µM],-1.2%,25%,1%
Cc1ccc(C)c(NC(=O)Cn2cc(C(=O)C3CC3)c3ccccc32)c1,0%,-11%,-1%,2%,-8,-3%,-3%,6%,-0.3%,7%,2%
Cc1cc(C)c2c(n1)sc1c(N3CCN(CCO)CC3)ncnc12,?,nt,7%,2%,-4,-2%,-10%,nt,0.0%,2%,-3%
C/C(=N\NC(=O)COc1ccc2ccccc2c1)c1cccs1,14%,-1%,-4%,-2%,1,-3%,0%,-8%,-0.8%,?,-2%
C[C@@H]1O[C@@H](OC[C@H]2O[C@@H](Oc3c(-c4ccc(O)c(O)c4)oc4cc(O)cc(O)c4c3=O)[C@H](O)[C@@H](O)[C@@H]2O)[C@H](O)[C@H](O)[C@H]1O,10%,0%,0%,3%,7,-1%,nt,0%,0.8%,1%,-12%
CC(=O)c1c(N(C)C)ccnc1C(F)(F)F,2%,-4%,-2%,4%,0,-10%,-10%,-13%,-0.1%,-3%,-2%
COc1ccc(F)cc1S(=O)(=O)Nc1ccncc1,26%,-5%,5%,0%,5,-4%,-3%,nt,0.2%,-2%,-2%
O=C(COC(=O)c1cccnc1Cl)NC1CCCCC1,1%,1%,nt,1%,nt,6%,?,nt,-2.0%,-3%,0%
CC(C)(C)C1CCC(=NNC(=S)Nc2cccnc2)CC1 (stereo unspecified),-1%,-3%,-4%,0%,-3,-3%,3%,6%,-0.2%,1%,3%
C1=CCC(CN2CCN(C3CCCCCC3)CC2)CC1 (stereo unspecified),-8%,2%,2%,15%,-10,1%,-16%,-1%,0.4%,12%,-4%
CCOCCCNC(=O)C1CCN(S(=O)(=O)c2ccc3nc4c(c(C(=O)O)c3c2)CCCCC4)CC1,7%,-2%,-5%,4%,-2,9%,3%,-8%,-0.2%,-2%,-1%
COc1ccc(C(CNC(=O)CNC(=O)c2ccccc2Cl)N2CCCC2)cc1 (stereo unspecified),1%,-2%,0%,0%,-1,-16%,9%,-3%,-0.3%,0%,0%
C[n+]1cn(Cc2ccc(C#N)cc2)c2ccccc21,8%,-7%,-3%,4%,-8,-15%,6%,-5%,-0.6%,-2%,-4%
COc1cccc(OC)c1C(=O)Nc1ccccc1NC(=O)c1c(OC)cccc1OC,0%,-5%,6%,0%,-4,-1%,1%,-15%,0.0%,?,-11%
CC1CC(C)CN(Cc2nc(N)nc(Nc3ccc4ccccc4c3)n2)C1 (stereo unspecified),-7%,0%,-1%,4%,-2,6%,?,5%,0.1%,?,-8%
O=C(NC1CCCCC1)C1CCN(c2nccs2)CC1,-3%,-1%,2%,3%,0,0%,-3%,1%,-0.2%,-1%,-2%
CCOC(=O)N1CCN(C(=O)Nc2ccccc2Cl)CC1,3%,-10%,7%,1%,0,9%,2%,0%,-0.1%,-2%,-3%
Cc1c(O)cc2n(c1=O)-c1ccccc1C2(C)C,-3%,0%,20%,-1%,3,-1%,1%,-3%[46.1 µM],-0.7%,-12%,-2%
Cc1c(CN(C)C(=O)c2ccc(Br)o2)cnn1C,3%,-1%,1%,3%,-1,0%,23%,4%[46.1 µM],0.1%,-5%,-1%
SMILES,uPA surface inh,TSG101-PTAP inh,Mito fusion act,USP2a block,TSHR antag,Eya2 phos inh,ELG1 repair inh,TCR activator,B2AR arrestin,Chronic BCR inh,Tb PFK block
CCCCn1nc(C(=O)Nc2ccc(S(=O)(=O)Nc3ncccn3)cc2)c2ccccc2c1=O,-3%,-2%,6%,0%,-8,16%,?,2%,0.1%,3%,-1%
CCC(=O)Nc1ccc(Nc2ccccc2)cc1,-10%,-4%,6%,0%,3,-13%,33%,5%,-1.0%,-6%,0%
O=C(NCCc1cn[nH]c1)C1CCC(=O)N(CCc2cccc(F)c2)C1 (stereo unspecified),-3%,-12%,2%,0%,14,6%,12%,-4%,-0.1%,-1%,-2%
Cc1cc(NC(=O)CSc2ccc(Cl)cc2)no1,nt,-4%,-11%,-1%,6,8%,18%,nt,-0.6%,?,-17%
C/C(=C\CCC1(C)C2CC3C(C2)C31C)C(=O)O (stereo unspecified),0%,0%,?,-7%,-24,-15%,14%,4%,-0.1%,0%,6%
C/C(=N\NC(=O)c1ccc2c(c1)OCO2)c1ccc(NC(=O)CCCC(=O)O)cc1,2%,-2%,-2%,6%,-5,-3%,23%,12%,0.5%,?,-3%
CCOC(=O)C(Cc1ccccc1)C(=O)Nc1ccccc1C (stereo unspecified),3%,5%,2%,-1%,-7,15%,7%,nt,0.2%,-1%,-9%
C/C(=N\NS(=O)(=O)c1ccc(Cl)c([N+](=O)[O-])c1)c1cc2ccccc2o1,3%,-10%,2%,1%,-8,-12%,0%,1%,0.3%,-1%,6%
CC1(C(=O)NCCN2CCOCC2)C=CC2(CCCCC2)N1C(=O)c1ccccc1 (stereo unspecified),-3%,0%,-3%,1%,-2,0%,?,-11%,-0.5%,2%,-2%
Cc1ccccc1CSCC(Nc1ccc(C(=O)O)cc1[N+](=O)[O-])C(=O)O (stereo unspecified),-10%,-1%,3%,3%,-7,2%,3%,4%,-0.1%,1%,3%
Cc1ccnc(NC(=O)c2ccccc2NC(=O)c2ccc(Cl)cc2Cl)c1,2.8µM*,-3%,-1%,-1%,-8,1%,-9%,nt,0.3%,-3%,-1%
O=C(CCc1ccc(S(=O)(=O)N2CCOCC2)cc1)N1CCN(Cc2ccc3c(c2)OCO3)CC1,0%,-3%,-1%,2%,10,-6%,?,1%,-0.2%,20%,-2%
O=C(O)CNC(=O)c1nc(-c2ccccc2)n(-c2ccccc2)n1,-1%,-2%,-6%,-1%,35,4%,8%,-4%[46.1 µM],-0.7%,0%,0%
CS(=O)(=O)N1CCc2cc(S(=O)(=O)Nc3ccc4oc5c(c4c3)CCCC5)ccc21,-18%,-6%,12%,-1%,-13,-25%,?,nt,-0.2%,2%,-10%
Cc1ccc(NC(=O)CSc2nncn2N)cc1C,32%[activator],0%,-2%,-1%,0,-27%,-4%,1%,0.0%,-2%,-1%
CCN1C(=O)N(c2cccc3ccccc23)C(C)=CC1(C)C,5%,-7%,4%,5%,1,-5%,-18%,5%,-2.5%,-1%,-4%
CCCCCCC(=O)N1C/C=C\C(c2ccc(OC)cc2)N(Cc2ccc(F)cc2)C(=O)[C@H]1Cc1ccccc1 (stereo partly specified),?,-2%,-30%,0%,-7,-12%,24%,2%,0.3%,13%,-3%
CCOCC(=O)Nc1nnc(Cc2ccc(OC)cc2)s1,0%,0%,-6%,-1%,2,-9%,7%,-3%[46.1 µM],-0.6%,?,2%
CCCCC(=O)Nc1cc(C)c(NC(=O)c2ccco2)cn1,30%,0%,1%,1%,-2,2%,-9%,-1%,-0.1%,5%,-1%
